# High-throughput results (PubChem)
# Hsp70 inhibitors: small molecules displacing fluorescent ligand from Hsp70 – biochemical, fluorescence polarization, primary screen (AID 583); Hsp70 fluorescence polarization probe displacement, mP; higher % means a stronger effect; displacement, % at 20 µM, or IC50 in µM where a hit was titrated; 140,000 compounds, 0.06% hits; in the data active = displacement above about 50%;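 also: plate controls were vehicle for no effect and reference ligand for full effect; a part of the inactive calls stands beside numbers as strong as those of hits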
# MKP-3 inhibition: inhibition of rat DUSP6 enzyme activity – biochemical, in vitro, primary screen (AID 425) | 110,000 compounds, 0.17% hits | recombinant MKP-3 phosphatase activity, fluorescence; higher % means a stronger effect | inhibition, % at 20 µM, or IC50 in µM where a hit was titrated; in the data active = inhibition above about 50%;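 also: plate controls were vehicle for no effect and reference inhibitor for full effect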
# The depositor's hits bear a star; . = not tested or not shown; & = joins results of further samples. An excerpt (hit frequency here may not be typical).
SMILES,Hsp70 inhibitors,MKP-3 inhibition
CC1CCN(CCCCOc2ccc(C(=O)c3ccccc3)cc2)CC1,3.6%,.
CCc1cc2cc3c(cc2nc1SCC(=O)Nc1cc(C)on1)OCO3,-3.6%,1%
O=[N+]([O-])c1ccc(-c2csc3[n+]2CCS3)cc1,-3.6%&1.6%,8%
COc1ccc(/C=N\OCC(=O)Nc2oc(-c3ccccc3)c(-c3ccccc3)c2C#N)cc1,-0.6%,4%
CCOC(=O)c1c(NC(C)=O)sc2c(O)cccc12,-1.2%,-10%
CCCCNC(=O)C1CCCN1C(=O)NC1CCCCC1 (stereo not given),2.5%,.
CN(C)CC(O)COc1cccc(OCC(O)CN(C)C)c1 (stereo not given),-1.5%,6%
O=C(Cc1ccccc1)N1CCC(c2nc3ccccc3[nH]2)CC1,-3.0%,-4%
COc1ccc(N2CCN(Cc3cc(=O)oc4c3ccc3ccccc34)CC2)cc1,-3.4%,-2%
c1ccc(Cn2nnnc2C(c2ccccc2)N2CCN(c3nc4ccccc4s3)CC2)cc1 (stereo not given),-2.4%,-13%
O=C(c1ccc(Cl)cc1)N1CCN(c2cccc(Cl)c2)CC1,1.5%,2%
O=C(Nc1nnc(CC(c2ccccc2)c2ccccc2)s1)c1ccco1,2.4%,.
c1cc2c(cc1C1=Nn3c(nnc3C3CCCCC3)SC1)OCO2,1.5%,-8%
O=C(Cc1nnc(NC(=O)Nc2cccc(Cl)c2)s1)Nc1ccccc1,-5.3%,-3%
Cc1noc2ncnc(Sc3c(Cl)cccc3Cl)c12,-4.1%,.

# Sorted by molar mass (largest number first): three of the compounds above.
SMILES,Hsp70 inhibitors,MKP-3 inhibition
COc1ccc(N2CCN(Cc3cc(=O)oc4c3ccc3ccccc34)CC2)cc1,-3.4%,-2%
CCc1cc2cc3c(cc2nc1SCC(=O)Nc1cc(C)on1)OCO3,-3.6%,1%
CC1CCN(CCCCOc2ccc(C(=O)c3ccccc3)cc2)CC1,3.6%,.

# The listing picks up, starting 5 compounds before the break.
SMILES,Hsp70 inhibitors,MKP-3 inhibition
O=C(c1ccc(Cl)cc1)N1CCN(c2cccc(Cl)c2)CC1,1.5%,2%
O=C(Nc1nnc(CC(c2ccccc2)c2ccccc2)s1)c1ccco1,2.4%,.
c1cc2c(cc1C1=Nn3c(nnc3C3CCCCC3)SC1)OCO2,1.5%,-8%
O=C(Cc1nnc(NC(=O)Nc2cccc(Cl)c2)s1)Nc1ccccc1,-5.3%,-3%
Cc1noc2ncnc(Sc3c(Cl)cccc3Cl)c12,-4.1%,.
CCOC(=O)c1ccc(NC(=O)CC2C(=O)N(c3ccc(F)cc3)C(=O)N2CCCOC)cc1 (stereo not given),4.0%,4%
CCN(Cc1cc2ccc(C)cc2[nH]c1=O)C(=O)c1cccnc1,7.3%,-4%
CCCC(C1=C(O)CC(C)(C)CC1=O)C1C(=O)CC(C)(C)CC1=O (stereo not given),-4.0%,.
CCOc1ccc2[nH]c(=O)c(CN(Cc3cccs3)Cc3nnnn3C(C)(C)CC)cc2c1,-2.8%,-5%
CC1(C)CC(O)C(C)(C)N1O (stereo not given),6.5%,-9%
COc1ccc(NC(=O)C2CCC(N3C(=O)C4C5C=CC(C5)C4C3=O)CC2)cc1 (stereo not given),-0.2%,.
COc1ccc(/C=C2/C(=O)N(c3cccc(C(F)(F)F)c3)N=C2C)cc1OC,5.8%,6%
O=c1cc(CSc2ccc(Cl)cc2)nc2nc[nH]n12,3.2%,8%
CCCCSc1nc2c(cnn2-c2ccc(Cl)cc2)c(=O)[nH]1,8.3%,-2%
COc1ccccc1CNC(=O)C1CC(=O)N(C2CCCC2)C1 (stereo not given),1.9%,-11%
Cc1nn(-c2ccccc2)c(C)c1C(=O)OC/C(O)=C(\C#N)c1nc2ccccc2[nH]1,4.1%,-12%
Cc1ccc(CN2C(=O)CCC2C(=O)NCCN(CC(C)C)CC(C)C)cc1 (stereo not given),1.2%,-6%
N/C(Cc1ccc([N+](=O)[O-])cc1)=N\OC(=O)COc1cccc2ccccc12,3.7%,3%
COC1=C(c2ccccc2)C(=O)c2ccccc2C1=O,-2.8%,26%
CC(=O)c1ccc(-n2c(C)ccc2C)cc1,6.4%,0%
Cc1ccc(N(C(=O)CNC(=O)c2ccco2)C(C(=O)NCC2CCCO2)c2ccccc2)cc1 (stereo not given),4.5%,-3%
O=C(CCN1C(=O)c2ccccc2S1(=O)=O)NCc1ccco1,8.5%,-6%
O=C(COc1ccc(=O)n(-c2ccccc2)n1)Nc1ccccc1,-0.7%,1%
CN(/N=C\c1ccco1)c1nc(-c2ccccc2)cc(-c2ccccc2)n1,1.8%,2%
Cc1cc2ccccc2c(=O)n1CC(=O)N(C)c1ccc(F)cc1,-2.9%,-4%
N#Cc1nc(-c2cccs2)oc1NCc1ccccc1Cl,-4.4%,-4%
O=C(CCS(=O)(=O)c1cccc2nsnc12)NCc1ccccc1Cl,-0.6%,.
COC(=O)c1nc2nc(C)cc(C(F)(F)F)n2n1,3.4%,3%
CCC(C)(C(=O)NC1CCCCC1)N(Cc1ccco1)C(=O)CNC(=O)c1ccccc1 (stereo not given),-5.4%,-4%
COc1ccccc1CN1C(=O)[C@@H]2C(CCC(N)=O)NC3(C(=O)Nc4c3ccc(Cl)c4C)[C@@H]2C1=O (stereo not given in full),0.2%,-3%
CC1=C(C)CC(C(=O)Nc2ccc(Br)cc2)C(C(=O)O)C1 (stereo not given),-0.3%,1%
CCOc1ccc(N(CC(=O)NCC(C)C)S(C)(=O)=O)cc1,5.0%&1.2%,-16%&2%
COc1ccc(C(=O)Nc2cccnc2)cc1C(=O)Nc1cccnc1,1.1%,-2%
COc1cc(C=NN2C(=O)C3C4C=CC(C5CC45)C3C2=O)cc(Br)c1O (stereo not given),5.8%,3%
CN(c1cccc(NC(=O)COc2ccc(Cl)cc2Cl)c1)S(C)(=O)=O,3.0%,.
CCOc1ccc2nc(N3CCC(C(=O)N4CCN(C5CCCCC5)CC4)CC3)sc2c1,.,4%
NS(=O)(=O)c1cccc(NC(=O)/C=C/c2cccc([N+](=O)[O-])c2)c1,0.6%,-2%
COc1ccc(-c2nc(Cn3c(SCc4cccc(F)c4)nc4ccncc43)c(C)o2)cc1OC,3.2%,-9%
O=C(CCCCCn1c(=O)[nH]c2ccsc2c1=O)N1CCCCC1,1.7%,-6%
Cc1onc(-c2ccccc2)c1C(=O)NCc1ccc(Cl)c(Cl)c1,6.0%,0%
CC(=O)c1ccc(NC(=O)c2cccnc2)cc1,-1.2%,2%
Cc1ccc(SCCC(=O)OCC(=O)Nc2ncc(Cl)cc2Cl)cc1,-1.4%,.
CC(Sc1cnc2ccccc2n1)C(=O)O (stereo not given),2.2%,.
Cc1nn(C)c(C)c1CN(C)S(=O)(=O)c1ccc2ccccc2c1,10%,.
COc1ccc(NC(=O)CCc2ccccc2)cc1NC(=O)c1ccco1,7.9%,-3%
CC(C)CC(O)(CC(C)C)C(=O)NNc1ccccc1,4.1%,.
CCCn1c(N2CCN(CC(=O)c3c(C)n(C)c4ccccc34)CC2)nc2c1c(=O)[nH]c(=O)n2C,1.5%,3%
CC(=NCc1ccncc1)C1=C(O)c2ccccc2C1=O,-2.6%,.
COc1ccccc1N1CCN(C2CCN(C(=O)c3cccs3)CC2)CC1,-3.1%,-6%
O=C(CSc1nnnn1-c1ccccc1)N1CCc2ccccc2C1,1.0%,5%
COc1ccc(N2C(=O)C3CCCN3C2c2cccc(C)c2)cc1Cl (stereo not given),6.1%,-1%
C=CCn1c(SCc2ccccc2C#N)nnc1-c1cc(Br)ccc1O,1.6%,0%
CCOC(=O)c1c(C)n(O)c2ccc(Cl)cc2c1=O,4.6%,-3%
C=CCN1C(=O)CC(C(=O)NC)SC1=Nc1ccc(C(=O)OCC)cc1 (stereo not given),0.4%,0%
COc1ccc(S(=O)(=O)N(C)Cc2cccs2)cc1Br,4.1%,.
COc1c(Br)cc2c(C)c(C(=O)O)oc2c1Br,6.3%,-13%
COc1ccc(COCC(O)CN2CCN(Cc3ccccc3)CC2)cc1OC (stereo not given),5.5%,-1%
O=C(N/N=C/c1ccc(OCc2ccccc2)cc1)c1cccs1,2.3%,.
CCOC(=O)c1c(NC(=O)c2c(-c3ccccc3)noc2C)sc(C(=O)N(CC)CC)c1C,3.5%,1%
O=C(CCC1CCCC1)Nc1ccc(OCC(=O)N2CCOCC2)cc1,-4.0%,.
Cc1ccc(S(=O)(=O)C2(C(=O)Nc3nccs3)CC2)cc1,0.2%,-3%
Cc1cccc(-c2c3c(=O)n(C)c(=O)n(C)c3cn2CC2CCCO2)c1 (stereo not given),7.5%,-2%
CCOC(=O)C1(C)NC(c2ccc(N(C)C)cc2)C2C(=O)N(c3ccc(OC)cc3)C(=O)C21 (stereo not given),1.6%,-9%
Cc1onc(-c2c(F)cccc2Cl)c1C(=O)Nc1sc2c(c1C#N)CCC(C(C)(C)C)C2 (stereo not given),-4.1%,.
CCOC(=O)c1c(NC(=O)/C=C/c2ccc3c(c2)OCO3)sc(C(C)=O)c1C,7.6%,1%

# The list continues:
SMILES,Hsp70 inhibitors,MKP-3 inhibition
c1ccc(-c2nc(CSc3n[nH]c(-c4cccs4)n3)cs2)cc1,2.2%,.
O=C(Nc1ccccn1)NC1CCCCC1,-0.9%,.
CCOC(=O)c1c(C)nc2n(/N=C/c3ccc([N+](=O)[O-])cc3)c3ccccc3n12,4.6%,0%
C=C(C)COc1ccc2oc(C)c(C(=O)OC)c2c1,-1.7%,2%
CCN(CC)c1ccc(NC(=O)COC(=O)c2ccc3ccccc3n2)cc1,9.0%,.
COc1cccc(N2C(=O)C(=O)/C(=C(\O)c3ccccc3)C2c2cccc(F)c2)c1 (stereo not given),5.7%,4%
Cc1cccc(CN(C)CCc2ccccn2)c1,22%,-16%
CS(=O)(=O)N1CCC(C(=O)Nc2ccccc2F)CC1,0.8%,-3%
c1cncc(Nc2nc(-c3ccncc3)cs2)c1,5.1%,-7%
O=C1c2ccccc2C2(c3ccccc3)NCCN12 (stereo not given),-0.8%,-9%
Cc1n[nH]c(C)c1Sc1ccc(Br)cc1,-1.4%,6%
CCN1CCN(Cc2ccc(OCc3ccccc3)cc2)CC1,0.8%,-6%
O=[N+]([O-])c1cnc(-c2ccccc2)nc1,8.8%,-5%
Cc1nn(Cc2ccc(Cl)cc2)c(C)c1NC(=O)c1cc(-c2ccc3c(c2)OCO3)on1,1.2%,0%
CCOc1ccccc1NC(=O)CN(c1ccc(C)cc1)S(=O)(=O)c1ccc(OC)c(OC)c1,0.8%,3%
CCOCC(=O)Nc1nnc(COC)s1,-3.5%,.
O=C(c1ccc2nc(N3CCOCC3)sc2c1)N1CCN(C(=O)c2ccco2)CC1,1.0%,-2%
Cc1ccc(/C=C2/SC(=S)N(CC(=O)O)C2=O)cc1,1.6%,0%
O=C(O)C1CC(=O)N(Cc2cccs2)C1 (stereo not given),-1.9%,-9%
O=C(NCc1ccccn1)c1ccc2nc(-c3ccco3)c(-c3ccco3)nc2c1,35%,29%
NC(=O)c1oc2ccccc2c1NC(=O)c1nc2ccccc2s1,10%,5%
Cc1ccc(NC(=O)CN(c2ccc(C)c(Cl)c2)S(C)(=O)=O)cc1C,0.1%,0%
COc1cc(C(=O)NC(NC(=S)Nc2ccc(C)cc2)C(Cl)(Cl)Cl)cc(OC)c1OC (stereo not given),18%,3%
Cc1ccsc1C(=O)OCC(=O)c1cc2ccccc2o1,-2.0%,-2%
Cc1ccc(OCCn2c(CCCO)nc3ccccc32)cc1,5.4%,-1%
O=C(CSc1n[nH]c(-c2ccncc2)n1)c1ccccc1,-3.6%,-6%
COc1ccc(NC(=O)CN(C)S(=O)(=O)c2cccc3cccnc23)cc1,-4.4%,0%
COc1cccc(CC(CC(=O)Nc2cc(C)ccc2C)C(=O)O)c1 (stereo not given),2.4%,2%
CCn1c(CN2CCN(C(=O)c3ccco3)CC2)nc2c1c(=O)n(C)c(=O)n2C,-0.8%,0%
COc1ccc(N2C(=O)CSC23C(=O)N2c4c(cccc43)C(C)=CC2(C)C)cc1 (stereo not given),-0.6%,.
Fc1cccc(Cl)c1Cn1nnc(-c2ccc3c(c2)OCO3)n1,1.7%,4%
CCN1CCCC1CNC(=O)c1cc2c(-c3ccc(Cl)cc3)nn(C)c2s1 (stereo not given),4.3%,-6%
COc1ccc(OC)c(/C(O)=C/C(=O)C(=O)Nc2cc(C)ccc2OC)c1,-6.6%,.
O=C1C(Cl)=C(NCC2CCCO2)C(=O)N1CCc1ccccc1 (stereo not given),-12%,3%
CCc1nc2ccccc2n1CC(O)COc1ccc(OC)cc1 (stereo not given),3.3%,4%
N/C(=N\OC(=O)c1cccc(Cl)c1)c1ccncc1,-3.3%,4%
Nc1ccc(S(=O)(=O)Nc2nccc(/C=C/c3cccc(Cl)c3)n2)cc1,0.0%,1%
CC(=O)Oc1ccc(C(=O)Nc2cc(C)on2)cc1,0.4%,-5%

# Profiles as entered above. Order of values: Hsp70 inhibitors, MKP-3 inhibition
# `Cc1ccsc1C(=O)OCC(=O)c1cc2ccccc2o1` is listed as -2.0%, -2%
# `CC1CCN(CCCCOc2ccc(C(=O)c3ccccc3)cc2)CC1` is listed as 3.6%, .
